FAS-TE inh = FAS thioesterase domain inhibitors, primary screen, biochemical, fluorescence intensity, uHTS; inhibition, % at 15 µM; actives 0.67% (n = 360,000); Fatty acid synthase (Homo sapiens), P49327; AID 602261, 2012; recombinant FAS-TE, OMFH fluorogenic substrate, fluorescence endpoint;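 active = compounds whose normalised, plate-corrected inhibition of enzyme fluorescence in the single-dose primary screen is 50% or more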;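 also: 0% = DMSO with enzyme and 100% = substrate without enzyme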
Rin1-Abl PPI inh = inhibitors of Rin1-Abl protein binding, primary screen, biochemical, TR-FRET; Tyrosine-protein kinase ABL1 (Homo sapiens) + Ras and Rab interactor 1 (Homo sapiens), …; inhibition, % at 7.35 µM; actives 0.4% (n = 360,000); AID 588664, 2011; in the data active = inhibition above about 5%, passing the limit was not always enough
Rpn11 inh = Rpn11 (PSMD14) deubiquitinase inhibitors, primary screen, biochemical, fluorescence polarization, uHTS | 26S proteasome non-ATPase regulatory subunit 14 (Homo sapiens), O00487 | actives 0.59% (n = 360,000) | AID 588493, 2011 | calls only at 20 µM | human 26S proteasome, Ub4-pepOG fluorescence polarization; 20S core pre-blocked with epoxomicin;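 active = inhibition at 20 µM, scaled to each plate's controls, above about 33%, limit read from the data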
Target sequence (O00487 whole entry, looked up): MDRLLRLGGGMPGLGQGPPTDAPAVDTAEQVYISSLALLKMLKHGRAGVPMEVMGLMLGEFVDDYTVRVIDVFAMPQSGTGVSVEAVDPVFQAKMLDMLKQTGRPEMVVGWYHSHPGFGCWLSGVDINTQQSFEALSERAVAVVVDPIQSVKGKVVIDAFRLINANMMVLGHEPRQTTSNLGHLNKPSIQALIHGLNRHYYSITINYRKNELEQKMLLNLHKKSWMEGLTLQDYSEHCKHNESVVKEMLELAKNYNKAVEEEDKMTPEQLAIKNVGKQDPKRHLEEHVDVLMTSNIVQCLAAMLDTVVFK
E coli Lon inh = inhibitors of E. coli Lon protease, primary screen, biochemical, fluorescence polarization. purified E. coli Lon protease. P0A9M0. actives 0.42% (n = 360,000). inhibition, % at 7.94 µM. AID 602123, 2011; in the data active = inhibition above about 13%, passing the limit was not always enough;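 also: 0% = enzyme with probe and DMSO and 100% = no enzyme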
Target sequence (P0A9M0 whole entry, looked up): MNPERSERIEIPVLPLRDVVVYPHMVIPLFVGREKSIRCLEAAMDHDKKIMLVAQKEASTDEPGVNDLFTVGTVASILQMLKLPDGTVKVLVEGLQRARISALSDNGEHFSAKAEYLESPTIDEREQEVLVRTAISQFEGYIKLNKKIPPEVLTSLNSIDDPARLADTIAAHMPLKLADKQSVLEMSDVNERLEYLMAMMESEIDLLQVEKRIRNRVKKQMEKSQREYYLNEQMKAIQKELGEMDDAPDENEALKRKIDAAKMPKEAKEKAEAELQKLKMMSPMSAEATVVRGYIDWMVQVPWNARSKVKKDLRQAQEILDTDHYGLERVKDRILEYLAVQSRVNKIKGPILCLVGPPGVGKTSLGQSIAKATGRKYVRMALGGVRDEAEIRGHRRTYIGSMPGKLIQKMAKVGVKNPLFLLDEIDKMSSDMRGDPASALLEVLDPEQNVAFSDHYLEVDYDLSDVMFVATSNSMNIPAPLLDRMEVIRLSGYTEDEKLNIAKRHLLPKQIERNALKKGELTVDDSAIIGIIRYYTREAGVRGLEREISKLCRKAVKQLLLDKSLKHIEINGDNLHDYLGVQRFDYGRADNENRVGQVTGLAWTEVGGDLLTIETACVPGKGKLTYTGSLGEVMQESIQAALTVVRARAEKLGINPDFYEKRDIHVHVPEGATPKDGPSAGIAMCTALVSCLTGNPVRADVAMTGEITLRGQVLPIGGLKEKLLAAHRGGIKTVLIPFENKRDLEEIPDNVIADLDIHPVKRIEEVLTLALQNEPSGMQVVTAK
bovine MsrA act = bovine MsrA enzyme activators, primary screen, biochemical, absorbance, HTS; Methionine sulfoxide reductase A (Bos taurus); activation, % at 10.6 µM; AID 602163, 2012; purified bovine MsrA, absorbance read-out; actives 0.3% (n = 360,000); in the data active = activation above about 7.5%;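 also: 0% = vehicle and 100% = reference activator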
MT1-MMP act inh = blockers of MT1-MMP proenzyme processing, primary screen, HT1080 RFP-PRO-GFP cells, GFP/RFP fluorescence. Matrix metalloproteinase-14 (Homo sapiens), P50281. GFP/RFP ratio fluorescence, overnight; percent of plate control window, DMSO zero. GFP/RFP ratio change, % at 20 µM. actives 0.061% (n = 360,000). AID 651647, 2012;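 active = GFP/RFP ratio change of at least 30% with cell ATP level not reduced by more than half and red fluorescence within 50% of control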; also: strong numbers were not always called active
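Assay system – RFP-PRO-GFP reporter HT1080 cells · Compound dosing – single dose of 20 µM compound, 1% DMSO final · Incubation – overnight compound exposure at 37 °C · Measure – GFP/RFP fluorescence ratio · Benchmarks – DMSO wells and RFP-L50D-GFP cells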
CSN inh = inhibitors of CSN-mediated cullin deneddylation, primary screen, biochemical, fluorescence polarization, uHTS. COP9 signalosome complex subunit 5 (Homo sapiens), Q92905. Purified CSN, SCF-Nedd8-OG deneddylation. inhibition, % at 12.5 µM. actives 0.38% (n = 360,000). AID 651999, 2013;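 active = pattern-corrected inhibition above about 35%, with an unprinted fluorescence ratio check between 0.5 and 1.5, limit read from the data, passing the limit was not always enough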;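 also: 0% = enzyme with substrate and 100% = substrate without enzyme; some results filed as inactive read as strong as hits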
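Assay system: purified human Csn5 enzyme expressed in HEK293T cells; Input: 0.24 nM Csn5 enzyme, final concentration; Reagent: 10 nM SCFSkp2-Nedd8OG; Compound dosing: 12.5 µM single point; Times: reaction 90 min, room temperature; Technique: fluorescence polarization readout.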
MsrA inh = bovine MsrA enzyme inhibitors, primary screen, biochemical, absorbance, HTS; Methionine sulfoxide reductase A (Bos taurus); purified bovine MsrA, absorbance read-out; inhibition, % at 15.5 µM; actives 0.75% (n = 360,000); AID 651718, 2012; in the data active = inhibition above about 4.5%;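 also: 0% = vehicle wells with enzyme and 100% = reference inhibitor wells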
PABP1 MLLE inh = inhibitors of PABP1 MLLE–PAM2 peptide binding, primary screen, biochemical, fluorescence polarization, FITC-PAM2, GST-MLLE; inhibition, % at 20 µM; actives 0.36% (n = 360,000); AID 588489, 2011; in the data active = inhibition above about 35%, passing the limit was not always enough;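 also: plate controls were DMSO wells with GST-MLLE for no effect and wells lacking GST-MLLE protein for full effect; some results filed as inactive read as strong as hits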
* marks the source's active call; other numbers are inactive results; i = inactive; . = no result given; & = joins results of further samples; ! = not confirmed by another sample. No enrichment for hits; overall some 3.7% were active at least once.

SMILES	FAS-TE inh	Rin1-Abl PPI inh	Rpn11 inh	E coli Lon inh	bovine MsrA act	MT1-MMP act inh	CSN inh	MsrA inh	PABP1 MLLE inh
O=C(Nc1ccccc1F)c1ccccc1-c1ccc(C(F)(F)F)cc1	10.3	0.3	i	-7.0	-1.0	1.2	-1.7	-0.2	-8.7
COc1cc(OC)cc(C(=O)N[C@H](C(=O)Nc2cc(F)ccc2C)C(C)C)c1	6.4	2.3	i	0.2	-6.9	-25.1	-0.5	0.1	-22.3
CCCCCc1ccc(-c2ccc(/C=C/C(N)=O)cc2)nc1	-4.8	6.5	i	4.9	-6.4	3.3	-11.2	0.1	2.4
O=C(Nc1ccc2nc([C@H]3C[C@H](O)[C@@H](CO)O3)[nH]c2c1)NC(c1ccccc1)c1ccccc1	2.9	-0.9	i	0.4	0.8	2.0	0.7	-0.5	-7.3
CCN1CCN(C(=O)c2ccc(N3CC4CC(C3)c3cccc(=O)n3C4)c(NC(=O)c3cc(OC)cc(OC)c3)c2)CC1 (centres undefined)	-8.2	3.7	i	4.1	-1.4	0.7	-2.4	0.2	-13.9
Cn1nc(C(F)(F)F)c(-c2cccc(C(F)(F)F)c2)c1NC(=O)c1ccco1	18.9	0.5	i	-1.1	-4.4	3.9	4.3	1.0	-2.3
CCOCCOC(=O)c1ccc(-n2cncn2)nc1	-18.8	5.0	i	-7.3	-12.5	0.2	-4.3	0.7	-5.5
CCOC(=O)C(=O)/C(C#N)=C/Nc1ccc(F)cc1	-7.7	-3.7	i	2.0	-4.0	-0.8	-2.8	-0.1	8.0
COc1ccc2c(c1)OC1(C)CC2C(C(=O)c2ccccc2OC)C(=O)N1 (centres undefined)	-3.9	1.6	i	-9.6	-1.2	0.1	2.3	-1.2	19.5
COc1ccccc1C(=O)N/C(=C/c1ccc(Br)cc1)C(=O)N1CCOCC1	0.1	-2.1	i	-4.4	0.1	4.7	0.1	0.4	11.5
Cc1cccc(NC(=O)CN(C)C(=O)c2ccc3ccccc3n2)c1C	-13.2	1.7	i	0.9	-11.9	0.8	33.9	1.1	-5.2
Cc1ccc(S(=O)(=O)Nc2cc(C)c(O)cc2C)cc1	-2.6	1.2	i	-2.7	-3.3	4.7	-3.2	-1.2	13.1
Cn1c(=O)c(S(=O)C2CCCCC2)c(O)c2ccccc21 (centres undefined)	-3.1	-3.0	i	-2.1	-8.1	2.8	2.5	0.5	-6.6
CN(C(=O)COC(=O)/C=C/c1ccc2ccccc2n1)c1c(N)n(Cc2ccccc2)c(=O)[nH]c1=O	-7.2	1.9	i	-5.5	-1.2	-9.9	-2.1	2.8	-14.7
CCC(/C=C1\Oc2ccc(OC)cc2N1C)=C\c1sc2ccccc2[n+]1CCCS(=O)(=O)[O-]	-100.4	0.9	.	-9.0	1.9	35.3*	73.2*	0.6	-85.5

Two entries picked at random from those above:
SMILES	FAS-TE inh	Rin1-Abl PPI inh	Rpn11 inh	E coli Lon inh	bovine MsrA act	MT1-MMP act inh	CSN inh	MsrA inh	PABP1 MLLE inh
Cc1cccc(NC(=O)CN(C)C(=O)c2ccc3ccccc3n2)c1C	-13.2	1.7	i	0.9	-11.9	0.8	33.9	1.1	-5.2
COc1ccc2c(c1)OC1(C)CC2C(C(=O)c2ccccc2OC)C(=O)N1 (centres undefined)	-3.9	1.6	i	-9.6	-1.2	0.1	2.3	-1.2	19.5

Following part:
SMILES	FAS-TE inh	Rin1-Abl PPI inh	Rpn11 inh	E coli Lon inh	bovine MsrA act	MT1-MMP act inh	CSN inh	MsrA inh	PABP1 MLLE inh
O=C(OCC(=O)N1CCCc2ccccc21)c1ccc(Br)o1	0.7	5.6	i	1.9	-13.1	-2.4	-5.0	-1.2	-2.1
CCN(CC)c1ccc(NC(=O)COC(=O)CCC(=O)c2ccc(F)cc2)cc1	9.1	-0.4	i	-6.2	2.1	4.3	5.3	-0.1	-5.5
COc1ccc(CC(=O)Nc2ccc(C(=O)O)cc2NC(=O)Cc2ccc(OC)cc2)cc1	-4.0	-1.7	i	2.2	2.5	-1.9	2.6	-1.1	0.4
Cc1nc2c(C(=O)NCCc3ccccc3Cl)c[nH]n2c(=O)c1Cl	2.3	-1.4	i	-7.8	-5.0	4.1	2.6	-0.1	23.4
O=c1[nH]c(=S)[nH]c2c1C(c1ccc(F)cc1)OC(C1CCCCC1)C2 (centres undefined)	-0.8	2.5	i	-10.3	-2.3	0.8	-0.8	-1.0	19.6
OC1CCN(Cc2ccc(OCc3ccccc3)cc2)CC1	-5.1	-3.5	i	-1.6	-3.7	-4.0	0.2	0.2	0.4
Cc1c(NC(C)c2cc(Cl)ccc2O)c(=O)n(-c2ccccc2)n1C (centres undefined)	-0.3	-0.4	i	-6.9	-7.0	0.8	-3.9	-0.7	-3.6
COC(=O)c1sccc1NC(=O)Nc1ccc(Cl)c(Cl)c1	3.2	-7.1	i	-9.8	-1.8	1.2	-2.4	0.6	9.9
CN1CCn2cnc(C(=O)NCc3ccccc3)c2C1=O	-4.8	-2.2	i	-7.2	-2.7	-5.8	-3.7	-0.2	-5.2
Cc1ccc(C)c(NC(=O)CCC(=O)NN=C2CCCC2)c1	-4.4	0.8	i	2.4	-3.0	-8.0	-0.5	-0.8	-10.1
COc1cccc(OCC(O)CNC(=O)c2oc3ccc(C)cc3c2C)c1 (centres undefined)	9.6	-1.5	i	-7.9	9.5*	-4.3	-3.9	-0.3	1.6
CC(=O)Nc1ccc(NC(=O)CSc2nnc(-c3cccs3)n2N)cc1	-4.6	0.1	i	2.1	-2.6	.	-1.7	-0.9	-15.9
Cc1c(NC(=O)CSc2nc(-c3ccco3)cc(C(F)(F)F)n2)c(=O)n(-c2ccccc2)n1C	-29.1	-1.5	i	0.9	-2.6	2.1	-1.0	2.2	-2.8
O=C(O)c1ccnc(Cl)c1	-10.5	-1.8	i	-2.6	-2.9	2.5	-4.2	2.2	13.6
COc1ccc(S(=O)(=O)Nc2cccc3c2O[C@H](CN(C)C(=O)Nc2c(C)noc2C)[C@@H](C)CN([C@H](C)CO)C3=O)cc1	-5.4	3.3	i	-11.2	-0.9	0.1	-3.5	0.2	1.1
CC1CC1C(=O)OCC(=O)Nc1cccc(F)c1 (centres undefined)	-7.3	-2.0	i	3.8	-1.9	3.4	-0.8	0.2	1.1
CCN(CC(=O)Nc1cc(Cl)ccc1Cl)C(=O)c1ccc(-n2cccn2)cc1	11.8	-0.3	i	-2.1	0.6	3.7	-1.1	1.1	0.2
CCN(CC)CCCNC1=C(Cl)C(=O)c2ccccc2C1=O	4.5	-15.8	i	-7.0	-0.9	2.1	-3.6	1.1	-10.6
Cc1nc2ccc(NC(=O)Cc3ccsc3)cc2s1	-3.1	1.1	i	-5.2	-11.8	4.1	4.7	0.3	-4.1
CCOC(=O)CCNCc1ccc(F)cc1	-3.0	0.8	i	-12.5	-5.8	3.0	3.1	-1.5	-16.7
Cc1ccc(S(=O)(=O)NC2=C(N3CCN(c4ccccc4F)CC3)C(=O)c3ccccc3C2=O)cc1	24.1&27.3	0.1&4.8	i	7.7&-6.5	-3.0&3.0	8.6&0.1	-8.3&-2.4	2.1&2.2	37.7*!
Cc1nc2ccc(NC(=O)/C=C/C(=O)O)cc2nc1C	-2.6	-3.4	i	-3.8	-3.3	3.9	-4.9	0.3	-8.4
CCCCCC1CC(=O)N(Cc2ccccc2)C(=O)N1 (centres undefined)	0.0	2.5	i	-13.3	5.9	-1.5	-2.4	0.7	-4.3
Cc1cccc(C(=O)N[C@H](C(=O)OCc2cc(=O)n3c(n2)sc2ccccc23)C(C)C)c1	14.2	2.2	i	-1.3	-6.1	1.1	25.7	-0.3	-6.5
CSc1ncccc1C(=O)N1CCN(S(=O)(=O)c2ccc(F)cc2)CC1	3.0	3.7	i	-2.5	-4.3	2.5	2.8	-1.1	-2.0
CC(C)OC(=O)CSc1nnc(-c2cccnc2)n1N	-8.0	1.6	i	10.0	-0.9	3.1	7.3	-1.2	0.4
Cc1cc2ccccn2c1C(=O)c1cccc([N+](=O)[O-])c1	-3.6	0.1	i	3.7	-9.3	4.5	-3.8	-0.3	-6.0
CC(C)(O)P(C)(=O)c1ccccc1 (centres undefined)	-5.3	-2.6	i	6.2	3.2	3.0	0.6	0.3	-8.8
O=c1cnnc(N/N=C/c2ccc3c(c2)OCO3)[nH]1	-3.7	0.9	i	-5.2	-7.8	11.8	1.8	2.6	-25.9
CC(=O)Nc1ccc(S(=O)(=O)Nc2nc3ccccc3nc2Cl)cc1	-1.1	-2.8	i	9.7	-1.3	3.1	4.4	1.3	7.0
COc1cc([N+](=O)[O-])ccc1NC(=O)C[n+]1ccccc1C	-4.3	-3.0	i	-5.5	3.1	-0.6	3.1	2.6	-3.3
C=CCNc1nc2cc(-c3cccc(Cl)c3)sc2c(=O)n1C	6.9	0.2	i	-2.8	-0.1	12.8	0.0	0.0	9.2
C=CCNC(=O)c1c(-c2c(F)cccc2Cl)noc1C	-1.7	1.3	i	1.5	-1.3	-8.2	-0.8	.	5.9
Cc1nnc(NC(=O)C(C)Sc2nnc(-c3ccco3)n2C)s1 (centres undefined)	-4.2	0.9	i	-6.4	-2.2	-2.5	0.5	-1.5	-5.9
CCN(CC)C(=O)n1nc(C)c(CN2C(=O)c3ccccc3C2=O)c1C	-1.4	-3.2	i	0.8	-4.6	3.4	1.4	-0.2	11.9
O=C(OCC(=O)N1CCCCCC1)c1ccc(F)cc1F	-9.7	-1.7	i	-8.9	-2.1	5.3	4.3	0.2	-0.9
COCCNC(=O)NC(=O)COC(=O)Cc1ccc2c(c1)OCCO2	-6.9	-0.3	i	4.3	0.8	0.8	0.5	0.1	-6.2
Cn1c(C(F)(F)F)nc2c(=O)oc3ccccc3c21	-2.0	-3.3	i	-0.4	-2.3	2.6	5.0	-0.3	-2.5
CCCCCCCC(=O)NNC(=O)c1c(O)c2ccccc2n(CC)c1=O	3.8	2.8	i	1.0	-4.9	3.6	-3.4	1.6	-4.4
CCOC(=O)c1[nH]c(C)c(/C(O)=C2\C(=O)C(=O)N(CCCN3CCOCC3)C2c2cccnc2)c1C (centres undefined)	-6.7	1.4	i	-3.4	-3.7	-1.9	2.9	3.0	13.3
O=C(Nc1ncc2c(n1)CC(c1cccc(Cl)c1)CC2=O)c1ccco1 (centres undefined)	-6.6	-0.5	i	-14.9	-7.5	5.0	1.1	-0.1	-16.4
COC(=O)c1cccc(N(C(=O)c2ccco2)C(C(=O)NC2CCCC2)c2ccco2)c1 (centres undefined)	0.1	2.1	i	-3.9	-7.9	-2.2	3.0	0.6	-1.9
